IL-1B inflam inh: inhibitors of inflammasome signaling (IL-1 beta secretion) | THP-1 LPS/ATP IL-1B secretion, AlphaLISA, 16 h; active compounds read low | activity change, % at 57.5 µM | 360,000 tested, 4.7% active; in the data active = activity change below about -50%; inconclusive = mostly about -30% to -49%; note: % is set by controls: 0 for no effect and ±100 for the full control effect
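THP-1 cells pretreated 1 hr with compounds (up to 57.5 uM final), then stimulated with LPS (250 ng/mL final) plus ATP (1.25 mM final); secreted IL-1B measured by AlphaLISA after 16 hr, decreased signal indicating inhibition.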
Nrf2 block: inhibitors of Nrf2 signaling | A549 ARE-Fluc reporter, luciferase luminescence, 18-24 h | Potency, µM (doses to about 46 µM), inactives show at the top dose activity change, negative = inhibition, actives largely listed as inhibitors | 360,000 tested, 2.1% active | AID 504444; note: potency is the fitted concentration of half-maximal effect; % is set by controls: 0 for no effect and ±100 for the full control effect; nearly all actives have a fitted effect of over 60% in size
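A549 ARE_Fluc cells (5000/well, 5% FBS OPTI-MEM) pre-incubated 2 h, then treated with compounds 18-24 h at 37C/5% CO2 in concentration-response. CellTiter-Fluor viability read first; BugLite luciferase luminescence after 15 min at room temperature gives Nrf2 activity.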
A549 tox: A549 cytotoxicity, counter-screen for Nrf2 inhibitors; Potency, µM (series often up to 46 µM), for the others: top-dose activity change, negative = cytotoxicity, usual class: inhibitors; A549 ARE-Fluc cells, CellTiter-Fluor viability, 18-24 h; 390,000 tested, 0.16% active; AID 504648; note: potency is the fitted concentration of half-maximal effect; % is set by controls: 0 for no effect and ±100 for the full control effect
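A549 ARE_Fluc cells in 5% FBS OPTI-MEM were exposed to compounds in concentration-response for 18-24 h at 37 deg C. Viability was read by CellTiter-Fluor fluorescence (Ex 405/Em 525) after 30 min, before the luciferase read.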
MCF10A rereplic: DNA re-replication induction in MCF 10a cells. MCF 10A DNA re-replication, Hoechst nuclear intensity, 48 h. Potency, µM (titrated, usually from 46.1 µM), for inactives: at the top dose activity, positive = re-replication, actives largely listed as activators. 350,000 tested, 2.9% active; note: potency is the fitted concentration of half-maximal effect; % of control where 0% means no effect; nearly all actives have a fitted effect of over 50% in size
ATXN2 expr inh: ATXN2 expression inhibition; HEK-293 ATXN2-luciferase reporter, luminescence, 24 h; Potency, µM (top dose mostly 57 µM), inactives show top-dose activity change, negative = inhibition, hits mostly inhibitors; AID 1745845; 360,000 tested, 0.72% active; note: potency is the fitted concentration of half-maximal effect; % is set by controls: 0 for no effect and ±100 for the full control effect; nearly all actives have a fitted effect of over 55% in size
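ATXN2-luciferase reporter cells (luciferase flanked by upstream and downstream ATXN2 gene portions) were treated 24 h at 37 °C with compounds at up to 57 uM. SteadyGlo luminescence gave expression; GF-AFC fluorescence gave viability.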
S2 tox: viability counter-screen for ATXN expression inhibitors | 400,000 tested, 0.49% active | Potency, µM (doses to about 56.7 µM), most hits filed as cytotoxic | S2 cells (HEK-293 line with an ATXN2-luciferase reporter) viability, CellTiter-Fluor protease fluorescence, 24 h; note: potency is the fitted concentration of half-maximal effect; nearly all actives have a fitted effect of over 40% in size
TGFb SMAD3 inh: TGF-b pathway inhibition; Potency, µM (doses to about 46.1 µM), for inactives: top-dose activity, negative = inhibition, actives largely listed as inhibitors; AID 588855; HepG2 CAGA-GFP TGF-b/SMAD3 reporter, GFP fluorescence, 18 h; TGF-beta stimulated, 500 pg/mL final; 410,000 tested, 1.2% active; note: potency is the fitted concentration of half-maximal effect; % is set by controls: 0 for no effect and ±100 for the full control effect; nearly all actives have a fitted effect of over 65% in size
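HEPG2 CAGA-GFP, 1000 cells/well; 2 h settle, 37 C; cpd via pin tool; TGF-b 500 pg/mL final; 18 h, 37 C; GFP imaging ex488/em500-530; %Activity normalised to -TGF-b and +DMSO controls; CRC fit, curve class.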
Nrf2 ARE act: Nrf2 pathway activation; AREc32 ARE-luciferase reporter (MCF7-derived line), luminescence, 24 h; Potency, µM (titrated, usually from 46.1 µM), for inactives: at the highest dose activation, usual class: activators; 410,000 tested, 0.31% active; AID 624171; note: potency is the fitted concentration of half-maximal effect; % of control where 0% means no effect; nearly all actives have a fitted effect of over 65% in size
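Luciferase luminescence (Steady-Glo, 30 min at room temperature) served as the read-out of ARE activation in AREc32 cells treated with compounds for 24 hr at 37 deg C.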
HepG2 viability: kills HepG2 cells in TGF-b inhibitor counter-screen; HepG2 CAGA-GFP viability, ATP luminescence, 18 h; Potency, µM (highest dose often 46.1 µM), for inactives: at the top dose activity change, negative = cytotoxicity, hits mostly cytotoxic; 410,000 tested, 0.76% active; AID 588856; note: potency is the fitted concentration of half-maximal effect; some results filed as inactive show a strong effect at the top dose
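CellTiter-Glo luminescence gave cytotoxicity after 18 hours at 37 degrees C. The cells were HepG2 CAGA-GFP in 1% FBS DMEM, stimulated with 500 pg/mL TGF-beta after compound addition. %Activity was normalised to no-cell wells (complete cell-killing) and DMSO (no toxicity), and curves were fitted and classified.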
The depositor's hits bear a star; i = inactive; u = inconclusive; x = not tested or not shown; [ ] = another dose, or the depositor's remark. Unless noted, calls come from the whole dose curve; as a rule, active = well fitted curve in the direction sought with a large enough effect; inconclusive = small, poorly fitted or top-dose-only effect, or another doubt; inactive = no such curve, though single readings can be large; an effect the other way counts as inactive or inconclusive. This is a random part of the collection. Share with any hit: about 8.8%.

mol,MCF10A rereplic,HepG2 viability,Nrf2 ARE act,IL-1B inflam inh,ATXN2 expr inh,S2 tox,TGFb SMAD3 inh,A549 tox,Nrf2 block
Cc1noc(C)c1COC(=O)CCN1c2ccccc2Sc2ccccc21,5.4%,-8.0%,2.0%,-16.3,-22.4%,i,-0.1%,-4.8%,-13.3%
CC1CCc2nn(CC(=O)Nc3c(F)cc(F)cc3Br)cc2C1 (stereo unspecified),6.1%,-20.7%,-0.1%,-19.2,-13.3%,i,-11.9%,1.3%,-0.3%
O=C(Nc1ccc(F)cc1)Nc1cc(OCC(F)(F)F)cc(OCC(F)(F)F)c1,u,8.91µM*,0.4%,-61.0*,11.2µM*,u,3.98µM*,-26.6%,u
CC(C)C(=O)N1CCN(c2ccccc2NC(=O)COc2ccccc2)CC1,9.5%,4.8%,0.5%,-18.7,-16.9%,u,10.3%,-4.4%,1.1%
COC(=O)Cc1cn(-c2ncc(C(F)(F)F)cc2Cl)c2ccccc12,11.3%,-3.5%,2.3%,10.0,-3.1%,i,-5.5%,6.6%,x
Cc1ccc2nc(-c3ccc(NS(=O)(=O)c4ccc(F)c(F)c4)cc3)sc2c1,10.3µM*,-87.5%,4.1%,-51.4*,92.6%[activator],i,0.0%,2.4%,u
CC(C)Oc1ccc(CNS(=O)(=O)c2ccc(-c3cc(C(F)(F)F)on3)s2)cc1,x,0.1%,-0.4%,x,x,x,-0.1%,20.3%,u
CCN(CC)S(=O)(=O)c1cccc(NC(=O)COC(=O)c2cc(=O)c3ccccc3o2)c1,-0.2%,-46.9%,-0.8%,-8.6,x,i,-5.6%,-0.8%,u
Cc1ccc(C)c(C(=O)COC(=O)c2ccc(Br)o2)c1,-1.6%,-15.1%,2.7%,22.0,4.1%,i,-5.1%,9.2%,u
O=C(ONC1=NCCCCC1)c1c(F)cccc1F,0.0%,-20.7%,10.8%,-7.5,-17.8%,i,8.3%,-16.0%,-11.8%
CCOc1ccc(NC(=O)CSc2nnc3scc(-c4ccc(Cl)cc4)n23)cc1,x,-0.2%,0.3%,x,-4.7%,i,3.0%,0.3%,u
CC1CCC(C(C)C)C(OC(=O)COC(=O)c2ccc(N)cc2)C1 (stereo unspecified),23.1µM*,-46.9%,0.0%,0.0,-20.9%,i,u,-1.0%,u
Cc1ccc(NC(=O)c2cccs2)cc1NC(=O)c1ccc(F)cc1,1.7%,-6.0%,8.8%,-60.0*,2.2%,u,-0.6%,u,-20.3%
CCN(CC)S(=O)(=O)c1cccc(C(=O)N/N=C/c2ccc(OC)c(O)c2)c1,2.4%,-1.6%,-0.6%,24.7,-7.8%,i,-21.1%,8.9%,1.6%
CCOC(=O)Cn1c(=O)c2c(nc(N3CCOCC3)n2Cc2ccccc2)n(C)c1=O,x,-1.5%,0.4%,x,x,x,-10.5%,5.6%,9.3%
O=[N+]([O-])c1ccc(O)c(-c2nc(-c3ccccc3)c(-c3cccs3)[nH]2)c1,u,-52.5%,0.7%,-3.6,-8.8%,u,-17.0%,x,3.66µM*
CSCC[C@H](NC(=O)COc1ccc(Cl)cc1)C(=O)N1CCC2(CC1)NCCc1[nH]cnc12,u,1.9%,-0.4%,-6.6,x,i,7.1%,-2.9%,0.4%
Cc1cc(C)cc(OCCOCCn2c(-c3ccc(Cl)cc3)nc3ccccc3c2=O)c1,x,-34.7%,3.2%,x,10.5%,i,7.5%,u,x
CCCCOc1ccccc1C1C(C(=O)OC)=C(C)N(C)C(C)=C1C(=O)OC,17.1%,0.6%,0.0%,-16.5,-10.0%,i,u,8.1%,-24.5%
NNC(=O)CCC(=O)Nc1ccccc1,-10.3%,0.6%,0.3%,12.8,x,i,-5.8%,-4.5%,4.2%
CCOC(=O)c1c(NC(=O)COC(=O)Cc2c[nH]c3ccccc23)sc(C(=O)N(C)C)c1C,-24.2%,-14.7%,2.4%,18.7,-23.5%,i,2.4%,2.1%,1.6%
Cn1cc(C(=O)NC2CCCCC2)c(=O)c2cc(S(=O)(=O)N3CCOCC3)ccc21,-2.2%,6.4%,-0.7%,33.3,9.8%,i,1.1%,-2.0%,-2.0%
COC(=O)c1ccc(CSc2nc3sc(C)c(C)c3c(=O)[nH]2)cc1,-1.0%,49.0%,-0.8%,-8.6,x,i,-1.1%,-0.1%,0.2%
COc1ccc(N2Cc3ccccc3C2)cc1Cl,4.6%,-18.7%,8.0%,-28.4,11.8%,i,1.3%,-0.7%,18.0%

Entries of single compounds, quoted from the list. Screens in order: MCF10A rereplic	HepG2 viability	Nrf2 ARE act	IL-1B inflam inh	ATXN2 expr inh	S2 tox	TGFb SMAD3 inh	A549 tox	Nrf2 block
NNC(=O)CCC(=O)Nc1ccccc1 reads -10.3%	0.6%	0.3%	12.8	x	i	-5.8%	-4.5%	4.2%
CCN(CC)S(=O)(=O)c1cccc(C(=O)N/N=C/c2ccc(OC)c(O)c2)c1 reads 2.4%	-1.6%	-0.6%	24.7	-7.8%	i	-21.1%	8.9%	1.6%

Later entries:
mol,MCF10A rereplic,HepG2 viability,Nrf2 ARE act,IL-1B inflam inh,ATXN2 expr inh,S2 tox,TGFb SMAD3 inh,A549 tox,Nrf2 block
CCCOc1ccc(/C=c2\sc3ncnn3c2=O)cc1,-38.6%[inhibitor],9.3%,-0.1%,u,-16.9%,i,21.6%,8.4%,7.8%
CCCN1Cc2cccc(C(=O)NCCc3ccccc3)c2C1=O,-2.1%,-11.2%,0.1%,-3.1,-6.3%,i,-0.7%,-3.9%,-9.6%
CC(C)CC[n+]1ccn(-c2nc3ccccc3nc2[N-]S(=O)(=O)c2ccc(Cl)cc2)c1,23.1µM*,13.8%,-0.3%,-1.7,-10.8%,i,16.7%,2.8%,-6.1%
CCC(=O)Nc1cc(OC)c(NC(=O)c2ccccc2)cc1OC,11.6%,-12.1%,11.9%,-15.5,-0.7%,i,-4.3%,-2.9%,4.3%
CN(C(=O)CSc1nnc(C(F)(F)F)n1C)c1c(N)n(Cc2ccccc2)c(=O)[nH]c1=O,x,-17.4%,0.3%,14.9,x,i,-0.8%,x,x
Cc1ccc(OCCC(=O)OCC(=O)NCCNC(=O)COC(=O)CCOc2ccc(C)cc2)cc1,x,-28.3%,-1.1%,2.3,x,i,-0.1%,x,x
CCOC(=O)c1ccc(NS(=O)(=O)c2c(C)n(C)c(=O)n(C)c2=O)cc1,9.0%,-1.7%,-0.1%,-2.2,7.0%,x,-2.4%,-0.8%,-45.4%
O=C(Cn1nnc(-c2cccs2)n1)Nc1ccccc1C(F)(F)F,4.6%,7.1%,-0.9%,-10.8,x,i,-6.3%,0.2%,-13.8%
CC(CCn1cccn1)NC(=O)CCc1nnc(C2CCCCC2)o1 (stereo unspecified),-0.2%,3.8%,-1.1%,6.8,13.0%[11.3 µM],i,-8.9%,-0.5%,9.2%
COc1cc(/C=N/Nc2ccccc2C(F)(F)F)ccc1O,1.6%,-13.8%,12.2%,-8.1,x,i,-27.6%,10.1%,24.3%
C=CCNC(=O)c1onc(CSc2ccc(F)c(F)c2)c1C(=O)O,-14.2%,-11.8%,-0.8%,4.2,77.6%[activator],i,-0.8%,-1.7%,-10.1%
COc1cc2c(cc1NC(=O)CC1SC(N3CCCC3)=NC1=O)oc1ccccc12 (stereo unspecified),u,-20.2%,5.7%,-28.1,u,i,12.3%,-3.1%,u
Cc1ccc(N2C(=O)CC3(CC4C=CC3C4)C2=O)cc1 (stereo unspecified),2.7%,-4.5%,0.2%,-11.6,13.2%,i,25.0%,0.2%,22.1%
COC(=O)Cc1c(-c2[nH]c3ccccc3c2CC(=O)OC)[nH]c2ccccc12,16.0%,-21.8%,19.0%,0.0,-15.6%,i,10.3%,u,5.7%
COC(=O)C1=C(C)N=c2s/c(=C/c3ccoc3)c(=O)n2C1c1ccccc1 (stereo unspecified),u,-14.5%,0.7%,-1.3,-17.8%,i,58.5%[activator],x,u
Clc1cccc(-c2cccc3nccn23)c1,x,-13.8%,-1.2%[9.22 µM],15.8,12.1%,i,-3.0%,x,x
CCc1ccc(C(c2ccccc2)c2c[nH]c3ccc(C)cc23)s1 (stereo unspecified),x,-36.1%,18.4%,x,7.8%,i,u,-0.4%,2.8%
CCOC(=O)c1cnc(-n2nc(C)cc2C)nc1Nc1ccc(O)cc1,-2.7%,0.7%,0.1%,0.0,x,x,-13.3%,0.0%,-13.3%
O=C(CCl)N(c1ccccc1)c1c[nH]c2ccccc12,14.6µM*,-99.8%,u,-99.5*,u,25.1µM*,8.91µM*,-1.8%,-13.1%
CN1CCN(S(=O)(=O)c2ccc(=O)[nH]c2)CC1,-5.7%,8.6%,-0.7%,8.7,-3.4%,i,-1.8%,-11.3%[1.84 µM],10.5%
O=C(c1ccc(F)cc1Cl)N(c1ccccn1)C1CCCCC1,13.7%,9.5%,3.6%,3.6,-21.4%,u,u,-7.3%,-3.5%
Cc1cc(SCC(=O)c2cc3ccccc3o2)nc2ccccc12,u,-13.7%,3.4%,51.3,2.6%,i,31.5%[activator],7.9%,x
CN(CCC#N)C(=O)CSc1nnc(-c2c[nH]c3ccccc23)o1,-8.3%,-5.1%,3.2%,-8.9,x,i,39.7%[activator],0.0%,u
CCOC(=O)/C(CCC[N+](C)(CC)CC)=N\O,-7.6%,19.0%,-0.6%,15.5,6.1%,i,12.4%,1.7%,-18.2%

Source: PubChem (National Center for Advancing Translational Sciences (NCATS))
